# KCNH2 WT inh: blocks the wildtype human KCNH2 potassium channel; Q12809; U2OS, BacMam KCNH2, thallium flux FluxOr; hits give low values; activity change, % at 1.84 µM; actives 0.37% (n = 340,000); AID 720551;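 active = maximum activity change below -70%; inconclusive = maximum activity change between -70% and -50%; inactive = maximum activity change above -50%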
# Target sequence (Q12809 whole entry, looked up): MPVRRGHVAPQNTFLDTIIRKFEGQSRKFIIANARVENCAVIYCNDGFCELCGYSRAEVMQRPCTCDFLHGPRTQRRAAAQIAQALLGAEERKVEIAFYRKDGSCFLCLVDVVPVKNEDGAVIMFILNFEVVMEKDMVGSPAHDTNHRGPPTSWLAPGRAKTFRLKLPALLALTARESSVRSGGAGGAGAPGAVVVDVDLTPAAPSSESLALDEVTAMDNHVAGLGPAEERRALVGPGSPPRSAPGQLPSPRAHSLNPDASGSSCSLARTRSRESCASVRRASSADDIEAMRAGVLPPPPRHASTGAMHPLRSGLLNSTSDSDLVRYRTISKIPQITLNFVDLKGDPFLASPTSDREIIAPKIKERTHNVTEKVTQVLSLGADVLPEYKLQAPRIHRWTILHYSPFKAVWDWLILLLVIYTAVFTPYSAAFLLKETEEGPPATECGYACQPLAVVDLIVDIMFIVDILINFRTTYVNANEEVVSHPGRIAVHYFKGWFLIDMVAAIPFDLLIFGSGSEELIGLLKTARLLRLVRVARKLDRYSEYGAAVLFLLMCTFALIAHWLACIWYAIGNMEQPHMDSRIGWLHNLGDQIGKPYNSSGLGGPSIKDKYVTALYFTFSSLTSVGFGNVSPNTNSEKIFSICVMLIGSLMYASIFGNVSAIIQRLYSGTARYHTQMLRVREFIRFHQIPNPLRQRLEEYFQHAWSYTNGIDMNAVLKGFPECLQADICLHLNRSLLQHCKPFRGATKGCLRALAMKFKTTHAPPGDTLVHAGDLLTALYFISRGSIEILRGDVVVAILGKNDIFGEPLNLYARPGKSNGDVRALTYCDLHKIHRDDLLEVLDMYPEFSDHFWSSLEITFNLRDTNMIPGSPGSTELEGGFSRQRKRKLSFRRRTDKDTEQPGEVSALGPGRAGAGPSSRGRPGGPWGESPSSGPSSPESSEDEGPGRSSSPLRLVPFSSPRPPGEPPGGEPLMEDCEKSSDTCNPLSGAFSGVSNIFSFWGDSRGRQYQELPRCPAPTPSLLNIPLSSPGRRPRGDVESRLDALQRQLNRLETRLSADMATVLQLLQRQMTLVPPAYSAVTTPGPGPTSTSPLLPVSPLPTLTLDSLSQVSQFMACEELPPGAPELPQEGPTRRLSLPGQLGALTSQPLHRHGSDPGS
#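 U2OS cells transduced with wild-type KCNH2 virus are loaded with FluxOr dye for 45 min, and thallium flux is measured in kinetic reads before and after stimulation buffer. Rate constants are normalized to DMSO controls.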
# KCNH2 3.1 block: blocks the human KCNH2 3.1 channel isoform | U2OS KCNH2 3.1, thallium flux FluxOr; hits give low values | activity change, % (tested at about 1.8 µM) | actives 0.95% (n = 340,000) | AID 720553;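 active = maximum activity change below -70%; inconclusive = maximum activity change from -70% to -50%; inactive = maximum activity change above -50%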;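 note: thallium influx rate constant from kinetic fluorescence after stimulation buffer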
#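 Steps: virus added to U2OS suspension (4 h, RT, dark); medium with 10% FBS added, cells plated, 37 C overnight; FluxOr/Red40 loading buffer 45 min RT; stimulation buffer, 2 min kinetic read; rate constant normalized.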
# uPA surface inh: cell surface uPA generation inhibition; cell surface uPA generation assay, qHTS; Potency, µM (doses to about 38.3 µM), inactives show at the highest dose activity change, negative = inhibition, hits mostly inhibitors; actives 0.31% (n = 330,000); active = well fitted inhibition curve with a large enough effect; inconclusive = small, poorly fitted or top-dose-only effect; inactive = no such curve, though single readings can be large or run the other way; tested in mouse RAW 264.7 cells; note: potency is the fitted concentration of half-maximal effect; nearly all actives have a fitted effect of over 55% in size
# Giardia killer: kills Giardia lamblia | activity change, % at 7.66 µM, hits read low | AID 540267 | actives 0.15% (n = 340,000) | Giardia lamblia trophozoite viability; in the data active = activity change below about -80%; inconclusive = between about -30% and that limit;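 note: parasites exposed to compound for two days anaerobically before the ATP read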
#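 Each well holds 100 Giardia trophozoites and compound. After two days (48 hrs) at 37 deg C in anaerobic conditions, ATP is quantified by luminescence.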
# An asterisk follows results filed as active; ? = inconclusive; [ ] = remark or other dose. % is set by controls: 0 for no effect and ±100 for the full control effect.
[1] CCN(CC)CC#CC(C)(C)OC(C)=O
[2] COc1ccc(S(=O)(=O)NNC(=O)Nc2ccc(F)cc2)cc1
[3] CCOC(=O)c1sc(N2C(=O)C(O)=C(C(=O)c3ccco3)C2c2ccc([N+](=O)[O-])cc2)nc1C (centres undefined)
[4] O=C(c1cccnc1)N(Cc1ccccc1)C(=O)c1cccnc1
[5] Cc1cccc(/C=C/c2onc(C)c2[N+](=O)[O-])n1
[6] O=C(Cc1cccc(NC(=O)C2CCN(C(=O)c3ccccc3)CC2)c1)Nc1cccc(C(=O)N2CCCCC2)c1
[7] Cc1ccccc1C(c1ccccc1Cl)N(C)C (centres undefined)
[8] CCOC(=O)c1nn(C)c2[nH]c(=O)n(C)c(=O)c12
Assay by compound	1	2	3	4	5	6	7	8
KCNH2 WT inh	-20.7	6.5	-4.1	1.2	-3.8	5.9	14.5	-2.2
Giardia killer	-4.3	-0.4	3.2	10.9	-0.9	10.5	11.1	-11.3
uPA surface inh	1.5%	-16.5%	-3.0%	-0.2%	-6.8%	15.9%	6.0%	-6.0%
KCNH2 3.1 block	-0.1	20.6	-5.8	-6.7	-11.9	-31.5	-23.6	7.5

[9] CCn1cc(C(=O)NC2CCCCCC2)c(=O)c2cc(S(=O)(=O)N3CCCCC3)ccc21
[10] C=C(C)COC(=O)c1ccccc1C(=O)OCC1(C)CO1 (centres undefined)
[11] O=C(Nc1ccncc1)C1CC(=O)N(Cc2ccccc2)C1 (centres undefined)
[12] O=C(NN=Cc1ccc(F)cc1)C1CC1
[13] O=S(=O)(Cc1ccccc1)C(CCCc1ccccc1)S(=O)(=O)Cc1ccccc1
[14] O=C1NCC(c2ccccc2)(c2ccccc2)C(=O)N1
[15] O=C1c2ccccc2C(=O)N1CCCCCCN1C(=O)c2ccccc2C1=O
[16] Cc1ccc2c(c1)/C(=N/OS(=O)(=O)c1ccccc1)CCS2
Assay by compound	9	10	11	12	13	14	15	16
KCNH2 WT inh	-4.8	-5.6	-6.4	-6.3	0.7	-13.4	1.3	-14.2
Giardia killer	2.8	-21.0	-12.4	-26.6	-16.4	-0.5	7.6	13.5
uPA surface inh	-5.5%	-1.8%	12.5%	3.0%	1.2%	2.7%	4.8%	-1.3%
KCNH2 3.1 block	1.1	0.5	-1.0	4.2	-9.8	6.5	6.2	1.1

[17] O=P(NC1CCCCC1)(c1ccccc1)c1ccccc1
[18] Cn1nc(C(=O)NNC(=O)Cc2ccc(S(=O)(=O)N3CCOCC3)s2)c2ccccc2c1=O
[19] O=C(NCCN1CCNCC1)c1ccccc1O
[20] Cn1c(=O)c2nc(SCc3ccccc3)n(C)c2n(C)c1=O
[21] CC(=O)N1CCc2cc(S(=O)(=O)NC(C(=O)N3CCN(c4ccccc4F)CC3)C(C)C)ccc21 (centres undefined)
[22] COc1cccc2cc(-c3cn4cccc(C)c4n3)c(=O)oc12
[23] CC(=O)c1nn(-c2ccc(Cl)cc2)cc1C(=O)c1ccccc1
[24] CN(C(=O)c1cccc(NC(=O)Cc2cccc(NC(=O)C3CCCN(C(=O)CCc4ccccc4)C3)c2)c1)C1CCC1 (centres undefined)
Assay by compound	17	18	19	20	21	22	23	24
KCNH2 WT inh	0.2	-6.6	-2.1	-2.1	-7.0	-5.7	1.2	-5.3
Giardia killer	1.5	-27.3	-5.7	1.8	9.7	-8.2	-24.4	9.1
uPA surface inh	-1.4%	3.0%	-24.6%	3.5%	-9.4%	1.5%	-2.8%	?
KCNH2 3.1 block	-5.9	6.5	6.8	9.8	3.1	8.4	-2.9	-11.4

[25] CC(=NNC(=S)N(Cc1ccccn1)Cc1ccccn1)c1cnccn1
[26] Cc1cc(NC(=O)CCC(=O)N(CC(=O)NC2CCCC2)c2cccc(C)c2C)no1
[27] NNC(=O)C1SCCN1S(=O)(=O)c1ccc(Cl)cc1 (centres undefined)
[28] COc1ccc(-c2nn(-c3ccccc3)cc2C(=O)N2CCN(S(=O)(=O)c3ccccc3[N+](=O)[O-])CC2)cc1
[29] OC(CN(Cc1ccccc1)Cc1ccccc1)c1ccccc1 (centres undefined)
[30] S=C(c1ccco1)N1CCOCC1
[31] CC(C)C[C@@H](CNCC(=O)[C@H](C)NC(=O)c1[nH]cnc1C(=O)N[C@@H](C)CN)NC(=O)c1nc[nH]c1C(=O)N[C@@H](CO)C(=O)O
[32] Cc1ccsc1C(=CCCN1CCC[C@@H](C(=O)O)C1)c1sccc1C
Assay by compound	25	26	27	28	29	30	31	32
KCNH2 WT inh	6.2	-8.0	-2.3	1.2	-9.3	5.1	19.7	-2.1
Giardia killer	14.8	22.8	-22.8	18.0	-1.7	-13.0	-23.5	1.1
uPA surface inh	-5.4%	-4.6%	8.9%	-12.8%	1.5%	-0.6%	6.3%	15.1%
KCNH2 3.1 block	0.1	5.8	6.5	-4.9	5.3	24.0	-8.9	8.3

[33] NC(=O)c1ccc(NC(=O)COC(=O)c2ccc(Br)c(S(=O)(=O)N3CCOCC3)c2)cc1
[34] COc1ccc(S(=O)(=O)N2CCC(C(=O)NCC(=O)Nc3c(C)cccc3C)CC2)cc1OC
[35] O=C1N[C@@H](Cc2cn(S(=O)(=O)c3ccc([N+](=O)[O-])cc3)c3ccccc23)C(=O)N[C@H]1Cc1ccccc1
[36] COc1ccc(OC)c(N(CC(=O)Nc2ccccc2F)S(=O)(=O)c2ccccc2)c1
[37] Cc1ccc(C)c2[nH]c(=O)c(CCNC(=O)c3ccc(Br)o3)cc12
[38] COc1ccc(/C=C2/C(=O)N(c3ccccc3)N=C2C)cc1
[39] COc1ccc(N=Cc2ccccc2O)cc1
[40] COc1ccc(C=NN=C2c3ccccc3-c3ccccc32)cc1OC
Assay by compound	33	34	35	36	37	38	39	40
KCNH2 WT inh	2.2	-1.1	2.6	2.3	4.9	-11.3	2.4	3.8
Giardia killer	19.1	10.3	30.9[activator]	-20.6	-3.9	-3.3	-3.6	11.1
uPA surface inh	3.6%	-6.5%	-20.8%	15.3%	4.5%	-1.5%	-10.1%	11.6%
KCNH2 3.1 block	-6.8	-13.7	-15.7	-8.4	-3.2	-3.5	-4.1	4.2

[41] Clc1ncccc1OCc1ccccc1
[42] Cn1c(=O)[nH]c2c(c1=O)CCO2
[43] CC1(C)OC2OC(C3COC(=O)O3)C(OC(=O)c3ccccc3)C2O1 (centres undefined)
[44] CC1C(C)N(C(=O)CCl)c2ccccc2N1C(=O)CCl (centres undefined)
[45] O=C(Nc1ccc(Cl)c(C(F)(F)F)c1)NC1CC2CCCC(C1)N2C1CC1 (centres undefined)
[46] COCCNC(=O)c1cc(-c2ccccc2)nn1CC1CC(c2cccc([N+](=O)[O-])c2)=NO1 (centres undefined)
[47] O=C1CC2(CCCCC2)Oc2ccccc21
[48] CC(=O)Nc1ccc(S(=O)(=O)N(C)c2ccc(OCC(=O)NCCc3ccccc3F)cc2)cc1
Assay by compound	41	42	43	44	45	46	47	48
KCNH2 WT inh	-0.4	0.7	-2.1	9.7	16.4	-11.5	-5.6	-4.7
Giardia killer	-8.1	-2.1	16.8	-1.3	2.3	13.7	20.2	-7.0
uPA surface inh	-13.4%	-2.3%	1.7%	-9.4%	-5.6%	1.4%	10.0%	2.2%
KCNH2 3.1 block	-0.3	5.0	24.8	2.6	-3.2	10.3	-18.6	8.5

# Quoted at random: four entries already listed.
[43] CC1(C)OC2OC(C3COC(=O)O3)C(OC(=O)c3ccccc3)C2O1 (centres undefined)
[41] Clc1ncccc1OCc1ccccc1
[44] CC1C(C)N(C(=O)CCl)c2ccccc2N1C(=O)CCl (centres undefined)
[47] O=C1CC2(CCCCC2)Oc2ccccc21
Assay by compound	43	41	44	47
KCNH2 WT inh	-2.1	-0.4	9.7	-5.6
Giardia killer	16.8	-8.1	-1.3	20.2
uPA surface inh	1.7%	-13.4%	-9.4%	10.0%
KCNH2 3.1 block	24.8	-0.3	2.6	-18.6

# Continued.
[49] CC1(C)C=Cc2c(ccc3c2OC[C@@H](c2ccc(O)cc2O)C3)O1
[50] COc1ccc(C2c3c(oc4ccccc4c3=O)C(=O)N2CCCN2CCOCC2)cc1 (centres undefined)
[51] Cc1ccc(S(=O)(=O)Oc2cccc([N+](=O)[O-])c2)cc1
[52] O=S1(=O)CSCS(=O)(=O)C1
[53] CCOc1ccc(NC(=O)c2ccc(F)cc2F)cc1
[54] COc1ccc(C(=O)/C=C/c2ccccc2OC)c(OC(=O)c2ccc([N+](=O)[O-])cc2)c1
[55] S=c1[nH]nc2sc3ccccc3n12
[56] CCOC(=O)C1CCCCN1C(=O)CCc1nnc(-c2ccc3c(c2)OCO3)o1 (centres undefined)
Assay by compound	49	50	51	52	53	54	55	56
KCNH2 WT inh	1.4	-1.6	-3.5	-2.9	7.6	7.8	2.9	-11.8
Giardia killer	?	7.5	-12.2	9.3	44.2[activator]	10.5	14.2	-3.6
uPA surface inh	3.2%	-2.1%	1.5%	2.8%	-16.4%	-15.4%	-3.9%	-2.3%
KCNH2 3.1 block	2.2	-15.1	-16.5	-6.9	-28.5	-15.1	7.9	18.5

# Overlap with the part before: 4 compounds, followed by the next part.
[53] CCOc1ccc(NC(=O)c2ccc(F)cc2F)cc1
[54] COc1ccc(C(=O)/C=C/c2ccccc2OC)c(OC(=O)c2ccc([N+](=O)[O-])cc2)c1
[55] S=c1[nH]nc2sc3ccccc3n12
[56] CCOC(=O)C1CCCCN1C(=O)CCc1nnc(-c2ccc3c(c2)OCO3)o1 (centres undefined)
[57] COc1cc(C(=O)Nc2ccc(S(=O)(=O)N3CCCCC3)cc2)ccc1OCC(=O)N1CCOCC1
[58] O=C1[C@H](Cc2ccccc2)NCCCC[C@H](c2ccco2)N1Cc1ccccc1
[59] CCOc1ccc(C(=O)NC2CCCCCCC2)cc1
[60] CN(C)CCn1c(=O)n(C2CCCCC2)c(=O)c2c3c(sc21)CCCCC3
[61] Cc1cccc(OC(C)C(=O)Nc2ccc3c(c2)OCCO3)c1 (centres undefined)
[62] COc1cccc(CNC(=O)c2cccc(S(=O)(=O)N3CCN(Cc4ccccc4)CC3)c2)c1
[63] O=C(CCC(C(=O)O)N1C(=O)c2ccccc2C1=O)Nc1ccccc1 (centres undefined)
[64] COc1ccc(NS(=O)(=O)c2cc(NC(=O)CCc3ccccc3)ccc2N2CCOCC2)cc1
Assay by compound	53	54	55	56	57	58	59	60	61	62	63	64
KCNH2 WT inh	7.6	7.8	2.9	-11.8	-10.3	-4.3	1.1	-9.0	-4.6	-9.1	11.4	10.9
Giardia killer	44.2[activator]	10.5	14.2	-3.6	13.7	-25.1	-7.4	-1.9	10.3	19.4	13.3	-18.4
uPA surface inh	-16.4%	-15.4%	-3.9%	-2.3%	-5.1%	-27.2%	-21.8%	-4.0%	0.0%	-0.4%	-6.9%	-5.1%
KCNH2 3.1 block	-28.5	-15.1	7.9	18.5	-3.0	-16.0	-2.9	-16.4	11.1	8.7	-8.8	1.3

[65] O=c1c2ccccc2nc(-c2ccc(Cl)cc2)n1C1CCS(=O)(=O)C1 (centres undefined)
[66] O=C(O)C1CCc2nc(NCc3ccccc3)nc(NCc3ccccc3)c2C1 (centres undefined)
[67] CN1OC[C@@H]2CN(C(=O)CCc3ccccc3)[C@H](c3cccc(N4CCOCC4)c3)C[C@@H]21
[68] O=C(NCCCCc1ccccc1)c1cccc(NC(=O)c2ccccc2)c1
[69] COc1cccc(/C=N/Nc2ccc(Cl)nn2)c1OC
[70] COc1ccc(CCNC(=O)C2CC3Cn4c(nc5ccccc54)C3N2c2ccccc2)cc1 (centres undefined)
[71] O=[N+]([O-])c1ccccc1Nc1ccccc1[N+](=O)[O-]
[72] Cc1ccc(N2CC(C(=O)N3CCN(c4ccccn4)CC3)CC2=O)cc1 (centres undefined)
[73] CCOC(=O)Nc1cc(N)ncn1
[74] CC(=O)n1c(=O)oc2ccccc21
[75] O=C1/C(=C/c2ccccc2)CCc2ccc(Cl)nc21
Assay by compound	65	66	67	68	69	70	71	72	73	74	75
KCNH2 WT inh	-21.8	-7.1	7.8	9.3	8.5	5.6	32.1	5.5	18.4	-12.3	11.0
Giardia killer	1.2	3.3	5.3	17.0	-3.4	11.9	-7.7	-19.2	-1.4	-6.8	-9.3
uPA surface inh	-0.8%	6.9%	7.3%	2.4%	-2.9%	1.5%	10.2%	-1.4%	4.0%	5.4%	-9.3%
KCNH2 3.1 block	-13.2	-18.7	-14.6	-12.6	-34.9	22.4	-8.1	6.2	-8.6	1.2	-5.7

# Bioassay records deposited in PubChem by National Center for Advancing Translational Sciences (NCATS).

# An excerpt (hit frequency here may not be typical).
